GPR151 activ: activators of human GPR151, primary screen, cell-based, PathHunter beta-arrestin, luminescence; G-protein coupled receptor 151 (Homo sapiens), Q8TDV0; AID 1508602, 2020; activation, % at 11.2 µM; hit rate 1% among 650,000; PathHunter beta-arrestin GPR151 cells; in the data active = activation above about 4.9%;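 note: 0% = median of compound wells and 100% = cells with positive control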
Target sequence (Q8TDV0 whole entry, looked up): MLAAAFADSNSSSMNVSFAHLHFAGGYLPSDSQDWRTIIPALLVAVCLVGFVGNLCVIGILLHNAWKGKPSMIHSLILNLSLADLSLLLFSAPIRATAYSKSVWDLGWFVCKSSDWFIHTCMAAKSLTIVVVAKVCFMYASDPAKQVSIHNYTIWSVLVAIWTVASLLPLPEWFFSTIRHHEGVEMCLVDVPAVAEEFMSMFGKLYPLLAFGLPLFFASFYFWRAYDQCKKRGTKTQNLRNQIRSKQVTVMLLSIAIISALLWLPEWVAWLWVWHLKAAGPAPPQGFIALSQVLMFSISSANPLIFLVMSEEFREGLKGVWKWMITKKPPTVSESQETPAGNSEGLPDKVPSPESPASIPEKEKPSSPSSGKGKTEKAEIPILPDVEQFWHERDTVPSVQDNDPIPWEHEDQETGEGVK
TEAD-YAP block: TEAD-YAP interaction inhibition, primary screen, TEAD-YAP interaction inhibitor project, luminescence, HEK-TIYL cells; AID 1259422, 2018; hit rate 1.4% among 640,000; TEAD-Gal4/YAP UAS-luciferase luminescence; inhibition, % at 9.12 µM; in the data active = inhibition above about 32%;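 note: 0% = median of test compound wells and 100% = reference inhibitor wells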
FBW7 act: FBW7 E3 ligase activators, primary screen, biochemical, AlphaScreen, human; F-box/WD repeat-containing protein 7 (Homo sapiens), Q969H0; AlphaScreen FBW7–phospho-cyclin E peptide binding, activator screen; normalized activity (activation), % at 26.1 µM; hit rate 0.13% among 650,000; AID 1259310, 2017; in the data active = normalized activity above about 1.9%;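 note: purified mutant Fbw7 with reduced substrate affinity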
MITF inh: MITF inhibitors, primary screen, biochemical, AlphaScreen, human. Microphthalmia-associated transcription factor (Homo sapiens), O75030. AlphaScreen MITF homodimerization, bead proximity signal. inhibition, % at 2.6 µM. hit rate 0.91% among 650,000; in the data active = inhibition above about 50%;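 note: 0% = vehicle wells with protein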
Target sequence (O75030 whole entry, looked up): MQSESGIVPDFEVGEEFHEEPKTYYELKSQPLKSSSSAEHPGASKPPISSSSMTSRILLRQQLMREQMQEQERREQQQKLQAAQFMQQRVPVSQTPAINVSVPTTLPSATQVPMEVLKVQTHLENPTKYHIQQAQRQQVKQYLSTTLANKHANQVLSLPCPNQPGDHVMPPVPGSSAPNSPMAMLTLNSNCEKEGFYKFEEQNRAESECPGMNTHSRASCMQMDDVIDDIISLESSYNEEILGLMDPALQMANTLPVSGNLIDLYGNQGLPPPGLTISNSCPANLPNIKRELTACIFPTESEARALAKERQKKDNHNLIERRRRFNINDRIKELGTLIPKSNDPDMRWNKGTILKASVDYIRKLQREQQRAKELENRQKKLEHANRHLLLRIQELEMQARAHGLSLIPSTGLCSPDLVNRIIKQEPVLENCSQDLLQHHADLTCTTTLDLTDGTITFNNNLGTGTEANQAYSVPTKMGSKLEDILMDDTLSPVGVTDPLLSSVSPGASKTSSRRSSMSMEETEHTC
Numbers without * were called inactive. Outcome played no part in choosing rows; any-hit rate near 3.4%.

Compound	MITF inh	GPR151 activ	TEAD-YAP block	FBW7 act
CSc1ncc(CN2CCCN(c3nc(C)c4cc(C)c(C)cc4n3)CC2)cn1	7	0.1	4	0.2
Cc1ccc2c(c1)N(Cc1cccc(F)c1)C(=O)C(C)O2 (stereo not given)	9	-1.2	6	0.7
CC(CC(=O)Nc1nncs1)c1ccccc1 (stereo not given)	6	0.0	7	0.3
CCn1c(=O)n(CC(=O)OC)c(=O)c2ccccc21	2	0.3	11	0.0
Cc1cc(N2C(=O)NC(=O)/C(=C\c3ccc(O)cc3)C2=O)ccc1Br	10	-1.0	-5	0.0
Cc1noc(C)c1COC(=O)c1csc2c1CCC(C)C2 (stereo not given)	9	0.3	-7	0.1
CC(=O)NCCNS(=O)(=O)c1ccc(F)c(F)c1	9	1.4	3	0.0
Cc1cc(NCCN)n2nc(-c3ccc(Cl)cc3)cc2n1	11	2.2	14	0.1
O=C(c1ccc(Cl)c([N+](=O)[O-])c1)N1CCC2CCCCC2C1 (stereo not given)	-15	1.5	7	-0.1
CCCCCCCc1nc2nc(C)cc(=O)n2[nH]1	3	0.0	6	0.0
Cc1sc2ncn(CC(=O)NCCCC(=O)N3CCN(c4ccc(F)cc4)CC3)c(=O)c2c1C	-10	0.5	7	-0.1
O=C(NCC1CC1)C1CCN(S(=O)(=O)c2ccccc2)CC1	5	-0.6	8	0.1
CCOc1ccccc1Nc1nnc(SCC(=O)NC(=O)c2cccn2C)s1	5	-5.0	7	0.0
c1ccc(-c2ccccc2-c2nc(-c3cccnc3)no2)cc1	-8	0.5	12	-0.2
Cc1cccc(N2C(=O)NC(=O)/C(=C/C=C/c3ccc(N(C)C)cc3)C2=O)c1	28	-1.0	5	0.2
CCN(N)C(=S)Nc1ccc(OC)cc1	9	-0.4	-9	0.1
COc1ccc(OC)c(CNCCN2CCOCC2)c1	3	1.3	13	0.0
COc1ccc(NC(=O)CC2Nc3ccccc3NC2=O)c([N+](=O)[O-])c1 (stereo not given)	-3	0.9	-5	0.0
Cc1onc(-c2ccccc2)c1C1=N/C(=C\c2cccc(Br)c2)C(=O)O1	9	-0.5	1	2.2*
CCC(=O)Oc1ccc(/C=C2/C(=O)N(c3ccc(F)cc3)N=C2C)cc1OC	-11	-1.3	-1	-1.2
CCOCCCNC(=O)/C(C#N)=C/c1cc(C)n(-c2ccc(Cl)cc2)c1C	9	-0.6	-3	0.0
CN1CCN(CCC(=O)N/N=C/c2ccccn2)CC1	46	0.8	5	-0.2
CC(C)C[C@H](O)C(=O)N1CCC(C(=O)Nc2ccc3[nH]ncc3c2)CC1	8	2.1	-3	0.2
CC(=O)C1=C(C)NC(=S)NC1c1ccccc1O (stereo not given)	6	2.5	2	0.0
CC(C)CCNC(=O)C1CC(=O)Nc2ccccc21 (stereo not given)	6	1.5	3	-0.1
Cc1cc(SCC(=O)c2cccc([N+](=O)[O-])c2)nc(=O)[nH]1	13	-4.8	-44	-0.8
O=C(CCN1CCc2ccccc21)N1CCCC1	10	1.4	-2	0.0
COc1ccc(NC(=O)Cn2nnc(-c3nc(-c4ccccc4)no3)c2N)cc1	-1	-1.5	-5	0.1
Cc1cc(C)cc(N=C2NC(=O)/C(=C/c3cc(Br)c(O)c(I)c3)S2)c1	6	3.7	6	0.0
O=C(O)CNC(=O)/C(=C\c1ccc([N+](=O)[O-])cc1)NC(=O)c1ccco1	5	1.8	8	-0.2
COc1ccc(NS(=O)(=O)c2c(C)cc(C)nc2Cl)cc1	-5	-0.1	-7	0.2
O=C(O)C1CC=CCC1C(=O)Nc1cccc(C(F)(F)F)c1 (stereo not given)	-9	0.0	6	0.0
COc1ccc(NC(=S)N(CCCN2CCCC2)Cc2cccs2)cc1	9	1.1	-1	0.3
O=C(c1cnc2ccccc2n1)N1CCC(c2nc(-c3ccccc3)no2)CC1	-5	-0.9	-4	0.1
CCc1ncc(C(O)c2cccc(OC)c2OC)n1C (stereo not given)	-14	0.9	-15	0.0
O=C(Nc1ccccc1)c1ccccc1N=Cc1ccccc1O	-6	-2.0	-8	0.0
Cc1ccc(-n2c(C)cc(/C=C3\NC(=S)NC3=O)c2C)cc1C	9	0.0	-3	0.8
O=C(c1ccc([N+](=O)[O-])o1)N(c1ccccc1)c1ccccc1	0	-0.7	1	-0.3
Cc1ccc(N(CC(=O)NCc2ccccc2C)S(C)(=O)=O)cc1	13	1.5	-11	0.1
CCCN(CCC)S(=O)(=O)c1ccc(NC(=O)C(Cl)(Cl)Cl)cc1	4	-0.5	3	0.7
COc1ccc(C(=O)NC2CCCCCC2)cc1OC1CCN(C(C)=O)CC1	0	0.4	-5	0.1
COc1cccc(-n2c(O)c(C=NCCC3=CCCCC3)c(=O)[nH]c2=O)c1	0	-0.8	-13	-0.1
Fc1cccc(CSc2nc(NCc3ccccc3)c3ccccc3n2)c1	0	0.4	-5	-0.1
CC(C)C(NC(=O)OC(C)(C)C)C(=O)NC(CCC(=O)OCc1ccccc1)C(N)=O (stereo not given)	16	-0.3	0	0.2
CCOc1ccc(/C=N/NC(=O)c2ccccc2Br)cc1	-11	-0.6	-12	0.2

A portion from the list above, for reference:
Compound	MITF inh	GPR151 activ	TEAD-YAP block	FBW7 act
COc1ccc(NS(=O)(=O)c2c(C)cc(C)nc2Cl)cc1	-5	-0.1	-7	0.2
O=C(O)C1CC=CCC1C(=O)Nc1cccc(C(F)(F)F)c1 (stereo not given)	-9	0.0	6	0.0
COc1ccc(NC(=S)N(CCCN2CCCC2)Cc2cccs2)cc1	9	1.1	-1	0.3
O=C(c1cnc2ccccc2n1)N1CCC(c2nc(-c3ccccc3)no2)CC1	-5	-0.9	-4	0.1
CCc1ncc(C(O)c2cccc(OC)c2OC)n1C (stereo not given)	-14	0.9	-15	0.0

Additional results follow.
Compound	MITF inh	GPR151 activ	TEAD-YAP block	FBW7 act
O=C(Nc1cccc(O)c1)C1CCCCC1	-3	-1.7	-6	0.1
O=C(O)CCC(=O)NNC(=O)OCC1c2ccccc2-c2ccccc21	16	-0.7	6	0.5
O=C(Nc1cc(Cl)ccc1O)c1nn2c(C(F)(F)F)cc(-c3ccccc3)nc2c1Br	19	-0.1	-5	1.1
COc1ccc(C2CC(C(F)(F)F)n3nc(C(=O)Nc4cccc(Cl)c4)c(Cl)c3N2)cc1OC (stereo not given)	-10	-0.5	-4	-0.1
CC1CC(C)(C)NC(=S)N1CCC(=O)N1c2ccccc2CC1C (stereo not given)	15	-0.4	-6	-0.1
COc1ccc(C)cc1N(CC(=O)NC(C)(C)C)S(=O)(=O)c1ccc(C)cc1	-5	-0.6	-5	-0.2
CCOC(=O)N1CCC(N2CCC(CCOC)(C(=O)OCC)CC2)CC1	-11	-1.2	-8	-0.1
CCOc1ccccc1N1CCN(CC(=O)Nc2cccc(Br)c2)CC1	8	-1.8	-4	-0.1
Cc1nn(-c2ccccc2)c(C)c1/C=N/NC(=O)CCn1nnc2ccccc21	4	0.4	-8	0.0
O=c1c(NCc2ccccc2)c(-c2ccccc2)c1=O	18	0.3	-2	0.2
Cc1noc(C)c1C(=O)N1CCC2(CC1)CC2C(=O)Nc1ccc(-n2cccn2)cc1 (stereo not given)	-23	-0.1	2	-0.2
O=C(NCCSCc1ccccc1)c1ccc(Cl)cc1	13	-1.0	1	0.1
N#Cc1ccc(COC(=O)CCC(=O)c2cccs2)cc1	7	-0.8	4	0.1
Nc1nnc(SCC(=O)N2c3ccccc3Sc3ccc(Cl)cc32)s1	15	-0.5	-5	0.0
O=C(Nc1ccccc1[N+](=O)[O-])c1ccc(Cl)c(S(=O)(=O)NCc2ccco2)c1	11	-1.6	3	-0.3

Compound profiles (already shown). Values in the order: MITF inh	GPR151 activ	TEAD-YAP block	FBW7 act
Shown for O=C(Nc1cc(Cl)ccc1O)c1nn2c(C(F)(F)F)cc(-c3ccccc3)nc2c1Br = 19	-0.1	-5	1.1
Shown for COc1ccc(C)cc1N(CC(=O)NC(C)(C)C)S(=O)(=O)c1ccc(C)cc1 = -5	-0.6	-5	-0.2
Shown for COc1ccc(C2CC(C(F)(F)F)n3nc(C(=O)Nc4cccc(Cl)c4)c(Cl)c3N2)cc1OC (stereo not given) = -10	-0.5	-4	-0.1
Shown for O=C(O)CCC(=O)NNC(=O)OCC1c2ccccc2-c2ccccc21 = 16	-0.7	6	0.5
Shown for O=C(Nc1cccc(O)c1)C1CCCCC1 = -3	-1.7	-6	0.1

(cont.)
Compound	MITF inh	GPR151 activ	TEAD-YAP block	FBW7 act
CCS(=O)(=O)Nc1cccc(C2=NN(C(C)=O)C(c3c(F)cccc3Cl)C2)c1 (stereo not given)	5	-1.1	-4	-0.1
O=C(NC(=S)Nc1sc2c(c1C(=O)O)CCCC2)c1ccccc1	0	-1.0	12	0.0
CC(C)(C)OC(=O)Nc1ccccc1Cl	5	-1.3	-10	0.0
COc1ccc(CCNC(=O)COc2cc(C)ccc2C)cc1	-9	-1.1	-12	-0.2
CC(C)c1ccc(NC(=O)c2cnn(-c3ccccc3)c2NC(=O)c2ccccc2F)cc1	10	-0.5	3	0.4
COc1cc2c(N3C(=O)CCC3=O)c3c(=O)oc(C)cn3c2cc1OC	-4	9.1*	6	-0.2
Cc1cc(C)n(-c2nc3ccccc3s2)n1	-2	-1.9	-30	0.5
O=C(O)CC1(CC(=O)NCc2ccc(C(F)(F)F)cc2)CCCCC1	6	0.6	4	-0.2
O=C(Nc1ccc(OC(F)(F)F)cc1)c1nn2c(C(F)(F)F)cc(-c3ccccc3)nc2c1Br	3	-1.6	-6	-0.1
CC(C)C(=O)Nc1ccc(NC(=O)C2CCCCC2)cn1	10	-0.4	13	1.2
CS(=O)(=O)Nc1cccc(-c2ccc3nncn3n2)c1	-4	0.5	-9	0.2
CCOC(=O)c1c(C(=O)OC)c(C(=O)OC)c2cc(C(=O)OC)ccn12	6	-0.3	-1	0.0
Cc1c(C(=O)N2C[C@@H]3C[C@H]2C(=O)N3c2ccccc2F)[nH]c2ccc(Cl)cc12	12	-0.1	-5	0.1
Cc1nc2cnc(-c3ccc(O)cc3)cn2c1NC(=O)c1ccncc1	-19	1.0	4	-0.2
CC1=C/C(=N\N=C2\NC(=O)C(CC(=O)Nc3ccccc3F)S2)CC(C)(C)C1 (stereo not given)	18	-2.0	7	0.3
Cc1ccc(NS(=O)(=O)c2ccc(Br)cc2C)c(C)c1	-5	0.0	3	0.0
COc1cc2nc(SCC(=O)NCCc3ccccc3)n(CCc3ccc(S(N)(=O)=O)cc3)c(=O)c2cc1OC	-6	-0.6	-2	-0.1
CC1(C)Cc2ccccc2C2=NNC(=O)C2=N1	8	-1.9	28	-1.6
COc1cc(CN2CC(C)OC(C)C2)cc(OC)c1 (stereo not given)	27	-0.1	10	0.9
CCCCC(=O)OCC(=O)c1ccc(Br)cc1	0	-0.1	-5	0.2
Cc1cc(C)cc(OCC(=O)Nc2ccc(CN3CCOCC3)cc2)c1	-9	-0.6	-7	0.0
C=CCn1c(SCC(=O)N2CCCCCC2)nc2scc(-c3ccc(C)o3)c2c1=O	2	-0.6	-8	-0.2
COC(CN(C)c1ccc(-c2ccc(C)cc2)cn1)OC	3	1.5	-54	-0.3
CCCn1cc(NC(=O)[C@H]2C[C@@H](c3ccc(OC)cc3)NS(=O)(=O)N2C)cn1	-5	0.5	-1	0.2
O=C(NCC1CCCO1)C(=O)Nc1ccc(Cl)c(Cl)c1 (stereo not given)	3	-1.6	-51	1.4
COc1cccc(NC(=O)CSc2nc3ccsc3c(=O)n2CCCC(=O)NCCc2ccc(S(N)(=O)=O)cc2)c1	-2	-1.2	8	-0.1
CC(=O)Nc1ccc(NC(=O)C(CCS(C)(=O)=O)N2Cc3ccccc3C2=O)cc1 (stereo not given)	1	-0.6	-2	0.1
CCCN1CCC(N(C(=O)Nc2ccccc2C(=O)O)C2CC2)CC1	1	-0.6	6	-0.1
CN(C)c1ccnc(N(Cc2ccccc2)Cc2ccccc2)c1C#N	-10	-0.7	-2	0.0
Nc1nc(CC(=O)NNC(=O)/C=C/c2ccccc2)cs1	4	1.2	-3	-0.5

Some entries already given, reduced to MITF inh and FBW7 act:
SMILES,MITF inh,FBW7 act
CCCN(CCC)S(=O)(=O)c1ccc(NC(=O)C(Cl)(Cl)Cl)cc1,4,0.7
Cc1nn(-c2ccccc2)c(C)c1/C=N/NC(=O)CCn1nnc2ccccc21,4,0.0

Other compounds
Compound	MITF inh	GPR151 activ	TEAD-YAP block	FBW7 act
COc1ccc(C2CC(=O)C3=C(C2)NC(C)=C(C(=O)OC2CCCC2)C3c2ccc([N+](=O)[O-])cc2)cc1 (stereo not given)	10	0.7	5	0.1
CC(C)OC(=O)CSc1nnc(-c2ccco2)n1N	12	-0.8	-1	0.1
COc1ccc(S(=O)(=O)Nc2ccc(N3CCCC3=O)cc2)cc1	10	0.1	4	0.0
Cc1cc(Br)c(NC(=O)CSc2n[nH]c(N)n2)c(Br)c1	-3	-1.2	2	-0.1
COC(=O)C1=CN(Cc2ccc(OC)cc2)C=C(C(=O)OC)C1c1ccc(O)c(OC)c1	4	1.8	-8	-0.1
